Source: PubChem BioAssay (several laboratories)
STAT1 blocker = STAT1 signaling inhibitors, primary screen, cell-based, HTS, luciferase reporter; 200,000 tested, 0.35% active; NIH 3T3 STAT1-luciferase reporter, IFN-gamma, luminescence; inhibition, % at 5.5 µM;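 active means inhibition above a set limit, the mean inhibition across all tested compounds plus 3 SD, cut at about 34% in these data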;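 further: 0% = IFN-gamma with DMSO and 100% = IFN-gamma with 300 µM nifuroxazide; values of inactives mirror those of a sister screen read the other way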
APP transl inh = inhibitors of APP translation via 5'UTR reporter, primary screen, APP 5'UTR luciferase, SH-SY5Y cells; 190,000 tested, 0.82% active; SH-SY5Y APP 5'UTR-luciferase reporter, luminescence; inhibition, % at 2 µM;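 active means inhibition above a set limit, derived from the sample mean plus 3 SD, cut at about 45% in these data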; further: values of inactives mirror those of a sister screen read the other way
STAT3 inh = IL-6 driven STAT3 reporter inhibitors, primary screen, U3A cells, luciferase, luminescence, MLSCN library. 190,000 tested, 0.89% active. AID 862, 2007. IL-6 STAT3-luciferase reporter; host cell line lacks STAT1. inhibition, % at 5.5 µM;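 active means inhibition above the mean inhibition across all screened compounds plus 3 SD, cut at about 44% in these data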;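 further: 0% = DMSO only wells and 100% = 100 µM nifuroxazide control wells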
NF-kB neuron act = activators of NF-kB expression in neurons, primary screen, cell-based, HTS. human neuronal cells, NF-kB reporter expression; stronger effect = higher value. fold change at 12.5 µM. 190,000 tested, 1.6% active; in the data active means fold change above about 3.3
STAT1 activator = STAT1 signaling activators, primary screen, cell-based, HTS, luciferase reporter; activation (% of control), % at 5.5 µM; NIH 3T3 STAT1-luciferase reporter, IFN-gamma, luminescence; 100% = IFN-gamma alone, no compound; AID 932, 2007; 200,000 tested, 2.6% active;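 active means activation above the screen-wide mean activation plus 3 SD, cut at about 130% in these data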;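 further: raw ratio to IFN-gamma control signal so 100% means no change and 0% no light; values of inactives mirror those of a sister screen read the other way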
Hsp70 activator = Hsp70 transcriptional activators, primary screen, cell-based, HeLa, Hsp70 promoter luciferase, luminescence, 10 µM | AID 1203, 2008 | HeLa Hsp70 promoter luciferase reporter; scaled: vehicle 0, proteasome-inhibitor control 100% | 200,000 tested, 0.04% active | activation, % at 10 µM;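 active means activation above the mean across all tested compounds plus 3 SD, cutoff set per campaign, cut at about 5.5% in these data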;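 further: 100% = MG132 at 30 µM as the positive control and 0% = DMSO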
APP 5'UTR act = activators of APP 5'UTR luciferase reporter, primary screen, SH-SY5Y cells; SH-SY5Y APP 5'UTR luciferase reporter, luminescence; zero percent = DMSO vehicle wells; activation, % at 2 µM; 190,000 tested, 1% active;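 active means activation above a set limit, based on mean plus 3 SD of controls, cut at about 140% in these data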; further: values of inactives mirror those of a sister screen read the other way
RAM inhibit = inhibitors of the yeast RAM network, primary screen, dse1pr::URA3 reporter, 5-FOA selection; 190,000 tested, 1.8% active; S. cerevisiae dse1pr::URA3 reporter, 5-FOA growth OD615, 2 d; analog-sensitive cbk1-as2 kinase mutant strain; inhibition, % at 50 µM;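 active means inhibition above a set limit, 3 SD over mean compound inhibition, cut at about 8.4% in these data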;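 further: 0% = DMSO-only wells with no growth and 100% = 10 µM 1-NA-PP1 full growth; inhibition rescues growth on 5-FOA so higher OD means more RAM inhibition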
FLuc inh counter = firefly luciferase enzyme inhibitors, primary screen, artefact control for luciferase-based inhibitor screens, biochemical, luminescence, ATPLite; Luciferin 4-monooxygenase (Photinus pyralis), P08659; 10 min; inhibition, % at 10 µM; 200,000 tested, 1.5% active; AID 1006, 2008;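 active means inhibition above about 50% when tested at 10 µM, limit read from the data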
Target sequence (P08659 whole entry, looked up): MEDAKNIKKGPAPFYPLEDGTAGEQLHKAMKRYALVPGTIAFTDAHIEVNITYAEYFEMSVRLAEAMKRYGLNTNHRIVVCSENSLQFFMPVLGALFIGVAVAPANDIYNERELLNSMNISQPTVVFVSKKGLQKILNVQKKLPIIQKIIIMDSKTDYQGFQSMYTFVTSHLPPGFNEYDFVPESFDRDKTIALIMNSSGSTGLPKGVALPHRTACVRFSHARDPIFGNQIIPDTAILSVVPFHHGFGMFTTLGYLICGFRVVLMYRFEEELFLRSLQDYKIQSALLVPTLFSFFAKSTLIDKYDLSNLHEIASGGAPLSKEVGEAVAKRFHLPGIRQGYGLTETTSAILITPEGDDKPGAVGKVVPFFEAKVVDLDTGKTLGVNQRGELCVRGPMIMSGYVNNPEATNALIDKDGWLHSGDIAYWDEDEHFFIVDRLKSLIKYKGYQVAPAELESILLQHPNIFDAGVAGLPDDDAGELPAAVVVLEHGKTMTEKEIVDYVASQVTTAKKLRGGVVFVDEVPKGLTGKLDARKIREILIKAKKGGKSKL
STAT3 activator = IL-6 driven STAT3 reporter potentiators, primary screen, U3A cells, luciferase, luminescence, MLSCN library; IL-6 STAT3-luciferase reporter; 100% = signal with IL-6 EC80 alone; activation (% of control), % at 5.6 µM; 190,000 tested, 0.91% active;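 active means activation above the screen-wide mean of compound activation plus 3 SD, cut at about 130% in these data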;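 further: 0% = background luminescence of wells with medium and substrate only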
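Test system: STAT3-luciferase reporter U3A cells; Detection: reporter luminescence signal; Times: 1 h compound pre-exposure, 6 h IL-6 stimulation, 37 °C; Benchmarks: IL-6-only high control; Also added: IL-6 stimulus at 33 ng/mL final.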
* marks the source's active call; other numbers are inactive results.

What do the screens show for `COc1ccc(C(c2c(C)[nH]n(C(N)=S)c2=O)C(C#N)C#N)cc1` (configuration not stated)?
STAT1 blocker: 4; APP transl inh: 0; STAT3 inh: -2; NF-kB neuron act: 1.2; STAT1 activator: 98; Hsp70 activator: -0.3; APP 5'UTR act: 0; RAM inhibit: -1.3; FLuc inh counter: -11; STAT3 activator: 104

What do the screens show for `O=C(Cn1cc([N+](=O)[O-])cn1)Nc1nccs1`?
STAT1 blocker: -11; APP transl inh: 0; STAT3 inh: -2; NF-kB neuron act: 1.2; STAT1 activator: 108; Hsp70 activator: -0.2; APP 5'UTR act: 0; RAM inhibit: 0.0; FLuc inh counter: -3; STAT3 activator: 105

Results for CC(NC(=O)c1ccco1)c1ccc2c(c1)OCCO2 (configuration not stated) ?
STAT1 blocker: 8; APP transl inh: 0; STAT3 inh: 0; NF-kB neuron act: 1.1; STAT1 activator: 93; Hsp70 activator: 0.0; APP 5'UTR act: 0; RAM inhibit: 2.2; FLuc inh counter: -10; STAT3 activator: 100

What do the screens show for `Fc1ccccc1C(c1nnnn1Cc1ccc2c(c1)OCO2)N1CCN(Cc2ccccc2)CC1` (configuration not stated)?
STAT1 blocker: 12; APP transl inh: -2; STAT3 inh: 10; NF-kB neuron act: 0.61; STAT1 activator: 89; Hsp70 activator: 0.0; APP 5'UTR act: 2; RAM inhibit: -0.5; FLuc inh counter: -4; STAT3 activator: 94

Results for CCCNS(=O)(=O)c1ccc(CCC(=O)Nc2ccc3c(c2)OCCO3)cc1 ?
STAT1 blocker: -2; APP transl inh: 6; STAT3 inh: -8; NF-kB neuron act: 1.1; STAT1 activator: 104; Hsp70 activator: -0.5; APP 5'UTR act: -6; RAM inhibit: 2.6; FLuc inh counter: 0; STAT3 activator: 104

What do the screens show for `CN1CCN(S(=O)(=O)c2ccc(NC(=S)NC(=O)C3CC3)cc2)CC1`?
STAT1 blocker: 0; APP transl inh: 23; STAT3 inh: -3; NF-kB neuron act: 0.95; STAT1 activator: 100; Hsp70 activator: -0.2; APP 5'UTR act: -23; RAM inhibit: 2.0; FLuc inh counter: -6; STAT3 activator: 105

How did O=C(Nc1ccccc1)C1=C[C@@H](c2ccc(C(F)(F)F)cc2)C[C@@H](OCc2ccc(CO)cc2)O1 do in these assays?
STAT1 blocker: -7; APP transl inh: 7; NF-kB neuron act: 0.85; STAT1 activator: 108; Hsp70 activator: -0.4; APP 5'UTR act: -7; RAM inhibit: 9.7*; FLuc inh counter: -3

Results for COc1ccc(CCNC(=O)Cn2cnc3c(nnn3Cc3ccccc3F)c2=O)cc1OC ?
STAT1 blocker: -2; APP transl inh: -2; STAT3 inh: 3; NF-kB neuron act: 1.2; STAT1 activator: 102; Hsp70 activator: -0.2; APP 5'UTR act: 2; RAM inhibit: 1.7; FLuc inh counter: 3; STAT3 activator: 101

What do the screens show for `COc1ccc(NC(=O)C2CC(c3ccc(OC)c(OC)c3)=NO2)cc1OC` (configuration not stated)?
STAT1 blocker: 1; APP transl inh: -8; STAT3 inh: -3; NF-kB neuron act: 0.86; STAT1 activator: 99; Hsp70 activator: 0.7; APP 5'UTR act: 8; RAM inhibit: 1.2; FLuc inh counter: -1; STAT3 activator: 105

How did Cc1ccc(S(=O)(=O)N2CCCC(C(=O)Nc3ccc(NC(=O)c4ccccn4)cc3)C2)cc1 (configuration not stated) do in these assays?
STAT1 blocker: -14; APP transl inh: 5; STAT3 inh: 20; NF-kB neuron act: 1; STAT1 activator: 117; Hsp70 activator: -0.2; APP 5'UTR act: -5; RAM inhibit: 4.6; FLuc inh counter: -5; STAT3 activator: 86

How did Cc1ccc(/C(O)=C2\C(=O)C(=O)N(CC(C)O)C2c2cccc(F)c2)cc1 (configuration not stated) do in these assays?
STAT1 blocker: 5; APP transl inh: -10; STAT3 inh: 6; NF-kB neuron act: 1.2; STAT1 activator: 94; Hsp70 activator: 0.0; APP 5'UTR act: 10; RAM inhibit: 5.6; FLuc inh counter: -9; STAT3 activator: 100

What do the screens show for `Cc1cc(C)cc(NC(=S)NCCN2CCOCC2)c1`?
STAT1 blocker: -5; APP transl inh: -5; STAT3 inh: 8; STAT1 activator: 102; Hsp70 activator: -0.2; APP 5'UTR act: 5; STAT3 activator: 101

How did Cc1cc2c(c(=O)o1)C(CC(C)C)C(C#N)=C(N)O2 (configuration not stated) do in these assays?
STAT1 blocker: -1; APP transl inh: 2; STAT3 inh: -3; NF-kB neuron act: 1.2; STAT1 activator: 101; Hsp70 activator: -0.1; APP 5'UTR act: -2; RAM inhibit: -0.6; FLuc inh counter: -2; STAT3 activator: 105

What do the screens show for `CCn1c(SCC(=O)N2CCCc3ccccc32)nc2c(c1=O)SC(C)C2` (configuration not stated)?
STAT1 blocker: 19; APP transl inh: -17; NF-kB neuron act: 0.84; STAT1 activator: 82; Hsp70 activator: -0.2; APP 5'UTR act: 17; RAM inhibit: 1.4; FLuc inh counter: -3

What do the screens show for `N#CC1=C(SCc2ccccc2Cl)NC(=O)C(C(N)=O)C1` (configuration not stated)?
STAT1 blocker: -2; APP transl inh: 22; STAT3 inh: 10; NF-kB neuron act: 1; STAT1 activator: 101; Hsp70 activator: -0.2; APP 5'UTR act: -4; RAM inhibit: -0.2; FLuc inh counter: -3; STAT3 activator: 97

What do the screens show for `Cc1ccc2oc(=O)c3cnn(CC(=O)NCCN4CCOCC4)c3c2c1`?
STAT1 blocker: -2; APP transl inh: -6; STAT3 inh: 0; NF-kB neuron act: 1; STAT1 activator: 103; Hsp70 activator: -0.5; APP 5'UTR act: 6; RAM inhibit: 0.8; FLuc inh counter: -4; STAT3 activator: 100

How did CCC(C)n1c(SCC(=O)Nc2cc(C(C)(C)C)nn2-c2ccccc2)nc2ccccc2c1=O (configuration not stated) do in these assays?
STAT1 blocker: 1; APP transl inh: -10; STAT3 inh: 4; NF-kB neuron act: 0.46; STAT1 activator: 99; Hsp70 activator: 0.2; APP 5'UTR act: 10; RAM inhibit: 4.0; FLuc inh counter: -4; STAT3 activator: 104

What do the screens show for `CC1(C)CC(=O)C(C=NCCN2CCN(CCCCS(=O)(=O)O)CC2)=C(O)C1`?
STAT1 blocker: 1; APP transl inh: 6; STAT3 inh: 4; NF-kB neuron act: 0.98; STAT1 activator: 99; Hsp70 activator: -0.4; APP 5'UTR act: -6; RAM inhibit: 1.1; FLuc inh counter: -7; STAT3 activator: 99

What do the screens show for `O=C(NNC1=NCCCCC1)c1ccccc1`?
STAT1 blocker: 0; APP transl inh: -15; STAT3 inh: 9; NF-kB neuron act: 1.3; STAT1 activator: 100; Hsp70 activator: 0.0; APP 5'UTR act: 15; RAM inhibit: -0.3; FLuc inh counter: -5; STAT3 activator: 99

Results for COCCn1c(SCC(=O)NCc2ccco2)nnc1-c1c[nH]c2ccccc12 ?
STAT1 blocker: 5; APP transl inh: -8; STAT3 inh: 1; NF-kB neuron act: 1; STAT1 activator: 96; Hsp70 activator: -0.3; APP 5'UTR act: 8; RAM inhibit: 0.6; FLuc inh counter: -9; STAT3 activator: 107

2 records picked at random from those above, as already listed:
What do the screens show for `N#CC1=C(SCc2ccccc2Cl)NC(=O)C(C(N)=O)C1` (configuration not stated)?
STAT1 blocker: -2; APP transl inh: 22; STAT3 inh: 10; NF-kB neuron act: 1; STAT1 activator: 101; Hsp70 activator: -0.2; APP 5'UTR act: -4; RAM inhibit: -0.2; FLuc inh counter: -3; STAT3 activator: 97

What do the screens show for `Cc1ccc2oc(=O)c3cnn(CC(=O)NCCN4CCOCC4)c3c2c1`?
STAT1 blocker: -2; APP transl inh: -6; STAT3 inh: 0; NF-kB neuron act: 1; STAT1 activator: 103; Hsp70 activator: -0.5; APP 5'UTR act: 6; RAM inhibit: 0.8; FLuc inh counter: -4; STAT3 activator: 100

Carrying on:
What do the screens show for `COc1ccc(-c2ccc(S(=O)(=O)NCC3CCCO3)cc2)cc1` (configuration not stated)?
STAT1 blocker: 7; APP transl inh: 2; STAT3 inh: 34; NF-kB neuron act: 0.94; STAT1 activator: 93; Hsp70 activator: -0.1; APP 5'UTR act: -1; RAM inhibit: 1.8; FLuc inh counter: -1; STAT3 activator: 72

What do the screens show for `O=C(COC(=O)c1cccnc1Cl)Nc1ccc2c(c1)OCO2`?
STAT1 blocker: -15; APP transl inh: 3; STAT3 inh: 1; NF-kB neuron act: 0.98; STAT1 activator: 113; Hsp70 activator: 0.1; APP 5'UTR act: -3; RAM inhibit: 3.4; FLuc inh counter: 2; STAT3 activator: 101

How did O=C(COC(=O)C1CCN(S(=O)(=O)c2cccc3cccnc23)CC1)c1ccccc1 do in these assays?
STAT1 blocker: 5; APP transl inh: 3; STAT3 inh: 5; NF-kB neuron act: 1.1; STAT1 activator: 96; Hsp70 activator: -0.1; APP 5'UTR act: -3; RAM inhibit: 4.5; FLuc inh counter: -3; STAT3 activator: 103

How did S=c1[nH]ncn1/N=C/c1ccccn1 do in these assays?
STAT1 blocker: 1; APP transl inh: 0; STAT3 inh: 11; NF-kB neuron act: 1.2; STAT1 activator: 99; Hsp70 activator: -0.2; APP 5'UTR act: 0; RAM inhibit: -0.5; FLuc inh counter: -9; STAT3 activator: 95

How did O=C(c1ccccc1SCc1ccc(F)cc1)N1CCOCC1 do in these assays?
STAT1 blocker: -4; APP transl inh: -5; STAT3 inh: 2; NF-kB neuron act: 0.97; STAT1 activator: 102; Hsp70 activator: -0.1; APP 5'UTR act: 5; RAM inhibit: 0.1; FLuc inh counter: -4; STAT3 activator: 105

How did CCOc1ccc(NCc2nnc(SCC(=O)Nc3cc(C)on3)n2-c2ccccc2OC)cc1 do in these assays?
STAT1 blocker: 7; APP transl inh: 31; STAT3 inh: 20; NF-kB neuron act: 0.97; STAT1 activator: 94; Hsp70 activator: -0.2; APP 5'UTR act: -31; RAM inhibit: 1.5; FLuc inh counter: -6; STAT3 activator: 85

What do the screens show for `O=C(CNC(=O)c1ccc(Cl)cc1)Nc1ccccc1C(F)(F)F`?
STAT1 blocker: -14; APP transl inh: -6; STAT3 inh: -3; NF-kB neuron act: 1.2; STAT1 activator: 113; Hsp70 activator: -0.2; APP 5'UTR act: 6; RAM inhibit: 4.5; FLuc inh counter: -2; STAT3 activator: 102

How did CN(C)c1nc2sc3c(c2c(=O)n1C)CC(C)(C)OC3 do in these assays?
STAT1 blocker: -6; APP transl inh: -15; STAT3 inh: 1; NF-kB neuron act: 1.6; STAT1 activator: 105; Hsp70 activator: -0.3; APP 5'UTR act: 15; RAM inhibit: 0.5; FLuc inh counter: -7; STAT3 activator: 102

Results for Cc1[nH]c2ccccc2c1C(=O)CN1CCCCC1C (configuration not stated) ?
STAT1 blocker: -10; APP transl inh: 1; STAT3 inh: -1; NF-kB neuron act: 0.95; STAT1 activator: 109; Hsp70 activator: -0.3; APP 5'UTR act: -1; RAM inhibit: 1.7; FLuc inh counter: 1; STAT3 activator: 105
